KLK5 inh = kallikrein 5 (human) inhibition. Q9Y337. recombinant hK5, fluorogenic AMC substrate cleavage. inhibition, % at 5 µM. hit rate 0.59% among 210,000;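 active = inhibition of 40% or more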;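 also: 0% = enzyme controls without compound and 100% = no-enzyme blanks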
Furin inhibitor = blocks human furin protease activity; P09958; purified furin, fluorogenic substrate cleavage; inhibition, % at 30 µM; hit rate 0.061% among 220,000; in the data active = inhibition above about 25%; also: inactives centre near -15
eIF4E-4G inh = blocks eIF4E binding to eIF4G. P63073+Q04637. TR-FRET eIF4E-eIF4GI(517-606) binding, 2 h. inhibition, % at 21.7 µM. hit rate 0.37% among 220,000. AID 782;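 also: 0% = full FRET control wells and 100% = background wells lacking eIF4GI fragment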
Thrombin inh = blocks human thrombin protease activity; P00734; alpha-thrombin, Boc-VPR-AMC fluorogenic substrate cleavage; inhibition, % at 5 µM; hit rate 0.26% among 220,000; AID 1046;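 active = inhibition at or above 40%; inactive = inhibition below 40%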;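 also: 0% = enzyme with no compound and 100% = wells without enzyme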
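System: Human alpha-thrombin protein | Medium: pH 7.5 Tris (50 mM) with NaCl 150 mM, Tween 20 0.05% | Times: Enzyme reaction carried out at room temperature | Detection: AMC fluorescence, 355/460 nm | Evaluation: Percent inhibition scaled between no-compound controls and no-enzyme blanks | Benchmarks: Enzyme without compound as high, wells lacking enzyme as low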
p47phox inh = inhibitors of human p47phox binding. p47phox/p22phox peptide binding, fluorescence polarization, 2 h. inhibition, % at 24.7 µM. hit rate 0.53% among 220,000. AID 1274;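 also: 0% = p47phox with labelled peptide and 100% = labelled peptide alone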
Target sequence (P14598 whole entry, looked up): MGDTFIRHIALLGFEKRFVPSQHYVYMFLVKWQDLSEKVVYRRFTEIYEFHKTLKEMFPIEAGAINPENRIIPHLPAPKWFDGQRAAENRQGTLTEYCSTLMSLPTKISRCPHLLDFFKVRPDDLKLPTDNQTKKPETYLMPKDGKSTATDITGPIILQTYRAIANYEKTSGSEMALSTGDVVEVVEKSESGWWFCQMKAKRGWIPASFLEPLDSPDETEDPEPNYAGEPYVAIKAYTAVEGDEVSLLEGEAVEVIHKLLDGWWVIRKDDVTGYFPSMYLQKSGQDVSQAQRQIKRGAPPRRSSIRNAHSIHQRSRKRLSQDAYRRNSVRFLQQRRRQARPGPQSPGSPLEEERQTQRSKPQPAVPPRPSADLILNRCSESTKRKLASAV
Rad51 HR inh = blocks human Rad51 in homologous recombination. Q06609. inhibition, % at 10 µM. hit rate 0.085% among 200,000. hRad51 DNA strand exchange, fluorescence dequenching;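 active = inhibition above 40% at the single screening dose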;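 also: 0% = DMSO control wells and 100% = blanks with heterologous ssDNA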
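Material: hRad51 filaments on single-stranded DNA; Reagent: Donor/quencher-labelled 47-bp dsDNA substrate; Compound: 10 µM final, single point; Schedule: 37 °C 15-min filament assembly, 30-min compound preincubation, 15-min exchange; Technique: FRET fluorescence, excitation 485 nm, emission 520 nm; Benchmarks: control wells and blank wells on each plate.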
14-3-3 Bad inh = disrupts binding of bovine 14-3-3 zeta to phospho-Bad peptide; TR-FRET 14-3-3zeta/Dy647-pBad peptide displacement, 1 h; P63103; inhibition, % at 21.7 µM; hit rate 0.71% among 220,000;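 active = inhibition above about 70%, limit read from the data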;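 also: 0% = full 14-3-3 plus peptide FRET controls and 100% = background without 14-3-3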
Target sequence (P63103 whole entry, looked up): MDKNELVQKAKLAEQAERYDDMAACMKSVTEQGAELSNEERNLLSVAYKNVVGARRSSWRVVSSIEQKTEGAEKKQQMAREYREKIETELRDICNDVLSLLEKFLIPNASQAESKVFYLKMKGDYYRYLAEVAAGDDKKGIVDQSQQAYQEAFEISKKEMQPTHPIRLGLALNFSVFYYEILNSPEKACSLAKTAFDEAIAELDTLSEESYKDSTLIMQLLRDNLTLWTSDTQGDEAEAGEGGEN
EBV gp42 inh = blocks Epstein-Barr virus glycoprotein 42 binding; Fluorescence polarization binding assay, mP read-out; Q1HVG2; hit rate 0.42% among 220,000; AID 1085; inhibition, % (tested at 21.74 µM); in the data active = inhibition above about 50%
Target sequence (Q1HVG2 whole entry, looked up): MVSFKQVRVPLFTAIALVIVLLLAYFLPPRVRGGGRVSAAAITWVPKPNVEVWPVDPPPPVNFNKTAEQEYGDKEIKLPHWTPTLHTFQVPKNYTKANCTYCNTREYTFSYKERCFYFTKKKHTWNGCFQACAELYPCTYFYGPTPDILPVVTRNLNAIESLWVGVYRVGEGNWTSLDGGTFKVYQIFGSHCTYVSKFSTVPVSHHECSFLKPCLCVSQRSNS
Cl transport mod = modulators of human KCC2 chloride dependent transport | B-score of Tl+ flux slope (higher = more flux/activation; lower = inhibition) at 10 µM | KCC2 cells, thallium flux FluoZin-2 fluorescence | Q9H2X9 | hit rate 2.2% among 190,000;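 active = thallium flux slope and its plate-corrected score both differing from the plate sample mean at a set confidence after two filtering rounds, in either direction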;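 also: slope of fluorescence scaled to starting intensity during 10 to 20 s after thallium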
Starred values were filed as active, the others as inactive; nt = no result given; [ ] = another dose, or the depositor's remark.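 The calls were made as follows, unless noted: active = inhibition above about 30% (limit read from the data); inactive = the rest.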

Sequence of screens: Thrombin inh	Cl transport mod	Furin inhibitor	EBV gp42 inh	eIF4E-4G inh	p47phox inh	Rad51 HR inh	KLK5 inh	14-3-3 Bad inh
1) O=C(CCS(=O)(=O)c1cccs1)Nc1ccc(C(=O)NC2CCN(Cc3ccccc3)CC2)cc1
→ 1	0.61	-31	6	2	-17	1	-15	-29
2) Cc1ccc(NC(=S)NN2CCN(C)CC2)cc1
→ -3	0.26	-4	-11	11	-13	5	-12	-2
3) COc1ccc(C(C2C(=O)CC(C)(C)CC2=O)C2C(=O)CC(C)(C)CC2=O)cc1COCC(F)(F)F
→ -6	-1.4	-14	-17	17[fluorescence artefact?]	-8	11	-10	-6[fluorescence artefact?]
4) Cc1cc(C)n2c(Br)c(CSc3nc4ccccc4s3)nc2n1
→ 4	-3.7*	-18	9	8[fluorescence artefact?]	-3	23	-9	-4
5) Cc1cc(C)n2nc(-c3cnn(C)c3C(F)(F)F)cc2n1
→ 4	-0.026	-15[20 µM]	-9	-2	-14	-2	7	2
6) CC1=NNC(=O)C1CCC(=O)N/N=C(\C)c1ccc(Cl)cc1 (stereo unspecified)
→ -2	-0.012	-17	-9	2	-7	11	0	1
7) CCOC(=O)CSc1nnc(-c2nnc(SCC(=O)OCC)n2CC)n1CC
→ -3	0.62	-21	-11	3	-3	2	-19	0
8) CCN(CC)c1ccc2c(C)c(CO)c(=O)oc2c1
→ -23	0.49	-16	3	1	-3	2	-10	4
9) Cn1c(N/N=C2\CCCc3ccccc32)nc2c1c(=O)n(Cc1ccccc1)c(=O)n2C
→ -5	-1.5	-26	-5	16	13	-14	17	55
10) CCCNC(=O)OCCC12CC3CC(CC(C3)C1)C2
→ -2	-0.61	-10	6	2[fluorescence artefact?]	-7	nt	-6	-5
11) O=[n+]1cc(-c2ccc(Br)cc2)n([O-])c2c1CCC2
→ -2	0.0055	-22	-6	18	-5	1	5	-2
12) Cn1c(CC(=O)c2ccc(Br)cc2)[n+](C)c2ccccc21
→ 2	-1.1	-26	2	-3	10	-5	5	-10
13) COCc1cc(C)c(C#N)c(=S)[nH]1
→ 5	nt	-12	-24	6	-5	4	3	-1
14) O=C(OCCCN=C1NS(=O)(=O)c2ccccc21)C1CC(=O)N(c2ccc(Cl)cc2)C1 (stereo unspecified)
→ -1	-0.94	-9[20 µM]	-1	2	-16	3	-4	-2[fluorescence artefact?]
15) CCOC(=O)CCCNC(=O)COC(=O)c1cccc(F)c1
→ 6	-0.049	-20	-13	2	5	15	3	-2
16) CCOC(=O)C1CCN(C(=O)Nc2ccc(NC(=O)C3CCN(C(=O)OCC)CC3)cc2)CC1
→ -4	0.017	-22	-12	3	2	7	8	1
17) CC(/C=N/NC(=O)c1cccs1)=C\c1ccco1
→ -24	-0.81	-13	-12	9	-10	-19	-6	-4
18) Cc1cccc(NC2=NCC(=O)N2Cc2cccs2)c1
→ -9	nt	-29	-20	3	4	-1	3	-2
19) Cc1ccn2c(=O)c(C(=O)O)cnc2c1
→ 1	-1.5	-44	0	-5	-14	10	-2	10
20) O=C(O)c1ccc(NCc2ccncc2)cc1
→ 2	-0.048	-7[20 µM]	-5	-1[fluorescence artefact?]	3	-2	-22	-14

Three entries out of the list, ordered by formula weight, largest number first:
Sequence of screens: Thrombin inh	Cl transport mod	Furin inhibitor	EBV gp42 inh	eIF4E-4G inh	p47phox inh	Rad51 HR inh	KLK5 inh	14-3-3 Bad inh
15) CCOC(=O)CCCNC(=O)COC(=O)c1cccc(F)c1
→ 6	-0.049	-20	-13	2	5	15	3	-2
2) Cc1ccc(NC(=S)NN2CCN(C)CC2)cc1
→ -3	0.26	-4	-11	11	-13	5	-12	-2
13) COCc1cc(C)c(C#N)c(=S)[nH]1
→ 5	nt	-12	-24	6	-5	4	3	-1

Next part:
Sequence of screens: Thrombin inh	Cl transport mod	Furin inhibitor	EBV gp42 inh	eIF4E-4G inh	p47phox inh	Rad51 HR inh	KLK5 inh	14-3-3 Bad inh
21) C#CCOc1c(Br)cc(/C=N/O)cc1OCC
→ 34	nt	-10[20 µM]	1	1	-9	nt	25	2
22) N#CC1=C(N)N(c2ccccc2C#N)C2=C(C(=O)CCC2)C1c1ccsc1 (stereo unspecified)
→ -3	-1	-10	22	-5	-8	-2	1	-9
23) O=[N+]([O-])c1ccc(/C=N/n2c(C3CCCCC3)n[nH]c2=S)cc1
→ 1	0.49	-12	-16	-21	-9	0	-13	4
24) CC(NC(=O)c1ccc(CS(=O)(=O)c2cccc(C(F)(F)F)c2)o1)c1ccc2c(c1)OCCO2 (stereo unspecified)
→ -11	0.17	-17[20 µM]	-14	2	-2	1	-3	12
25) CCCOC(=O)c1ccc(NC(=O)CSC2=Nc3ccccc3C3CC=NN23)cc1 (stereo unspecified)
→ -2	0.73	-2[20 µM]	-32	-14	-55	-6	-18	-8[fluorescence artefact?]
26) CC(C)(C)c1nc(SCC(=O)Nc2nc3c(s2)CCCC3)c2ccccc2n1
→ 6	-0.6	-14[20 µM]	-1	-1[fluorescence artefact?]	-24	1	7	2
27) O=C(Nc1ccn(C2CC(OC(=O)c3ccccc3)C(CO)O2)c(=O)n1)c1ccccc1 (stereo unspecified)
→ -5	0.44	-16	-7	5[fluorescence artefact?]	11	-4	-7	8
28) Cc1ccc(-c2ccccc2NC(=O)CCl)o1
→ -3	0.54	1[20 µM]	-19	1[fluorescence artefact?]	3	1	3	12
29) CC(C)(C)c1ccc(OCC(=O)NCCN2CCCC2)cc1
→ -1	-0.19	-17[20 µM]	-3	2	-4	nt	3	-6
30) CN(CCO)C1=CC(=O)CC(C)(C)C1
→ 2	0.0083	-20[20 µM]	-13	5	-6	-3	-8	-15
31) COC(=O)c1[nH]cnc1C(=O)c1ccccc1
→ -4	-0.52	-15	-9	1	-7	-2	-7	2[fluorescence artefact?]
32) COc1ccc(C(=O)N/C(=C\c2cc(OC)c(OC)cc2[N+](=O)[O-])C(=O)NCC(=O)O)cc1
→ nt	0.051	-7	-9	-2	-5	-10	-4	-7
33) CC1=CC(=O)N(c2ccn(C)n2)C1=O
→ -14	-0.05	-16	-16	0	4	-19	-6	-6
34) CCOC(=O)C(=O)NNc1cccc(C)c1C
→ -1	-0.097	-17	-7	-2	-15	-2	-26	-16
35) CCN(CC)S(=O)(=O)c1cccc(C(=O)NC(C(=O)Nc2nnc(C3CC3)s2)C(C)C)c1 (stereo unspecified)
→ 1	-0.039	8	-14	5	2	2	5	2
36) O=C(CN(Cc1ccccc1)S(=O)(=O)c1ccc(Br)cc1)NCc1ccco1
→ 2	-1.1	-17[20 µM]	-21	7	-1	-5	3	10
37) O=C(COC(=O)c1cc([N+](=O)[O-])ccc1NCCO)c1ccc(Cl)cc1
→ -4	-1.5	-11	-12	0	-6	0	-4	4
38) Cc1nn2c(-c3ccccc3)ccnc2c1-c1ccccc1
→ -15	0.22	-9[20 µM]	-9	-2	-15	-2	7	4
39) COc1cc(NC(=O)Cn2ncc3c2-c2ccccc2OC3)cc(OC)c1OC
→ -9	-2.2	-7	7	2	2	-2	15	2
40) CCn1cc(CN2CCN(Cc3cccc(OC)c3)C(CCO)C2)c(C)n1 (stereo unspecified)
→ -11	0.29	-30	4	0	1	14	1	-12
41) O=C(Cn1cnc2c(nnn2-c2ccc(F)cc2)c1=O)N1CCCC1
→ -4	0.69	-23	-17	3	2	4	-3	12
42) COc1ccc(NC(=O)C2=CCN(S(=O)(=O)c3ccccc3)CC2)cc1OC
→ -9	-0.85	-22	-18	-9	-6	28	2	3
43) COc1ccc(C2CC(c3ccccc3)n3nc(NC(=O)c4cccs4)nc3N2)cc1 (stereo unspecified)
→ 0	-3.3*	-19	69*	2	-19	nt	-7	1
44) CCC(=O)N1N=C(c2ccc(C)o2)CC1c1ccc(N(C)C)cc1 (stereo unspecified)
→ -1	-0.69	-22	0	6	8	-47	-17	6
45) CC1(C)CC(=O)C=C(Nc2ccccc2)C1
→ 0	0.29	-14	-15	1	-12	9	2	-6
46) C=CCN=Cc1sc2ccc(OCC)cc2c1O
→ -14	0.032	-8	5	6	-7	-1	-11	-3
47) Cc1ccc(NC(=O)CSc2nnc(NC(=O)c3ccco3)s2)cc1
→ 1	0.068	-23	5	-2	-15	20	-5	-15
48) COC(=O)C1=C(C)OC(N)=C(C#N)C1c1c(C)nn(C)c1C (stereo unspecified)
→ 0	-0.12	-26	9	1[fluorescence artefact?]	3	14	-3	0
49) CCC(C)C(=O)Nc1ccc(OC)cc1OC (stereo unspecified)
→ -1	0.14	-13[20 µM]	-16	-4	3	6	-14	1
50) COC(=O)c1c(-c2ccc(Br)cc2)noc1N
→ -1	-0.5	-22[20 µM]	8	-1	-12	-2	-3	6
51) Cc1cc(NC(=O)CN2C(=O)[C@@H]3[C@H](C2=O)[C@@H]2C[C@H]3C(Br)C2Br)no1 (stereo partly specified)
→ -5	0.56	-13	-16	6	-8	3	-5	1
52) COc1ccc(CCC(C)Nc2cccc(C)c2)cc1 (stereo unspecified)
→ -4	-0.25	3[20 µM]	-2	4	-3	-6	-8	43
53) CC(C)COc1cccc(C(=O)NC(=S)NCc2cccnc2)c1
→ -8	1.2	-12	6	3	4	-1	0	-10
54) CC1=C(C(N)=O)S(=O)(=O)c2ccccc21
→ -3	nt	-26	12	-1	-8	1	-1	0
55) CC(C)(C)OC(=O)N1CCN(C(=O)Nc2ccc3c(c2)OCCO3)CC1
→ -12	0.56	-21	0	1	-4	18	-14	-6
56) COc1cccc(-c2csc(N3CCN(CC(=O)NNC(=O)c4ccco4)CC3)n2)c1
→ -3	0.84	-17	2	-6	-6	-8	-9	-1
57) COC(=O)C1=C(C(=O)OC)[C@@H]2N(C)c3ccccc3[C@@]23C[C@@H](C(=O)OC)N(C(=O)c2cccs2)C3=N1
→ -3	-0.85	-12	-6	-9	-7	2	0	-5
58) O=C(CN1C(=O)C2C3C=CC(C3)C2C1=O)NC1CCCc2ccccc21 (stereo unspecified)
→ -2	1	-10	-12	-2[fluorescence artefact?]	-12	-6	-10	2[fluorescence artefact?]
59) COC(=O)[C@@H]1[C@@H](C#N)C2(c3ccccc3-c3ccccc32)N(c2ccc(Cl)cc2)N1C#N
→ -2	-1.1	-19[20 µM]	4	4	-1	-6	-7	-8
60) Cc1ccccc1CC1(CO)CCCN(C(=O)c2ccccc2Cl)C1 (stereo unspecified)
→ -3	-1.2	-25	0	1	1	1	3	-9
